High-throughput results (PubChem BioAssay)
H37Rv inhibition: M. tuberculosis growth inhibition, HTS (AID 449762); M. tuberculosis H37Rv growth inhibition, 7H9 media; higher % means a stronger effect; inhibition, % at 25 µM, or IC50 in µM where a hit was titrated; hit rate 0.59% among 330,000; in the data active = a potency from the dose series; inconclusive = inhibition above about 70% without an active follow-up result;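 note: bacterial growth assessed after seven days of incubation; strong numbers were not always called active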
M. tuberculosis: growth inhibition of non-replicating M. tuberculosis (AID 488890) | Mycobacterium tuberculosis non-replicating, growth inhibition; higher % means a stronger effect | inhibition, % at 25 µM, or IC50 in µM where a hit was titrated | hit rate 0.39% among 320,000; in the data active = a potency from the dose series; inconclusive = inhibition mostly from about 82% at the one dose, without a potency; inactive = the rest, 99 in 100 with inhibition below about 76%;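 note: plate controls were DMSO cells for no effect and high antibiotic wells for full effect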
PhoP GFP inhibition: PhoP regulon inhibitors, Salmonella typhi PhoP promoter GFP reporter, confirmatory (AID 1850). hit rate 0.33% among 310,000. Salmonella Typhi PhoP-promoter GFP reporter, fluorescence, 4 h; higher % means a stronger effect. inhibition, % at 50 µM; hits with a dose series show IC50 in µM; in the data active = a potency from the dose series; inconclusive = inhibition mostly from about 25% at the one dose, without a potency; inactive = the rest, 99 in 100 with inhibition below about 19%;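 note: 0% = induced wells with vehicle and 100% = uninduced wells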
H1N1 NS1A inhibition: NS1A inhibition, H1N1 influenza, cell based functional assay (AID 504329); NS1A functional cell-based assay, percent inhibition; higher % means a stronger effect; hit rate 0.3% among 340,000; one-dose inhibition, % at 12.5 µM; IC50 in µM for titrated hits; in the data active = a potency from the dose series; inconclusive = inhibition above about 27% without an active follow-up result; note: strong numbers were not always called active
VEEV TC-83 Vero: inhibitors of VEEV TC-83 cytopathic effect, confirmation, Vero cells (AID 588727); hit rate 0.13% among 350,000; Vero cells, VEEV TC-83 cytopathic effect inhibition; higher % means a stronger effect; inhibition, % at 20 µM, or IC50 in µM where a hit was titrated; in the data active = a potency from the dose series; inconclusive = inhibition mostly from about 14% at the one dose, without a potency; inactive = the rest, 99 in 100 with inhibition below about 12%; note: strong numbers were not always called active
VEEV TC-83 Vero 10K pilot screen: further read-out of VEEV TC-83 Vero, marked with its call; inhibition, %; measured here: 10K pilot screen inhibition
* marks the source's active call; other numbers are inactive results; i = inactive; ? = inconclusive; · = not tested or not shown. The order is random; 1.5% or so of the library scored in one or more.

SMILES	H37Rv inhibition	M. tuberculosis	PhoP GFP inhibition	H1N1 NS1A inhibition	VEEV TC-83 Vero	others
COC(C[C@H](O)CC(=O)[C@H](C)OCc1ccccc1)OC	·	·	·	1%	0.4%
CC1(C)C2CC=C(/C=N/NC(=O)c3ccc(O)cc3)C1C2 (stereo not drawn)	5%	74%	4%	4%	0.0%
COc1ccc(C(=O)CSc2nc3[nH]ncc3c(=O)[nH]2)cc1	0%	-10%	-10%	-14%	0.6%
Cc1ccc(NC(=S)NC(=O)c2ccc(-c3ccccc3)cc2)cc1	?	?	3%	1%	3.2%
CCC(C)(C)NC(=O)CN(C(=O)C(=O)Nc1ccc2c(c1)OCCO2)C1CC1	-6%	-7%	2%	4%	1.0%
COC(=O)c1sc2nc(CN3CCN(c4ccc(OC)cc4)CC3)[nH]c(=O)c2c1C	15%	49%	-1%	1%	1.7%
COc1ccc(OC)c(C(=O)NC(CC(N)=O)c2ccc(N3CCC(Cc4ccccc4)CC3)c([N+](=O)[O-])c2)c1 (stereo not drawn)	-1%	-1%	3%	17%	0.6%
CCOc1ccc(NC(=S)NCc2ccc3c(c2)OCO3)cc1	35%	?	15%	-4%	i
COC(=O)CCCCCNC(=S)Nc1ccc2[nH]c(=O)[nH]c2c1	-2%	2%	5%	-8%	i
CC(=O)c1ccc(S(=O)(=O)Nc2cccc(-n3cnnn3)c2)cc1	-10%	-5%	-9%	4%	0.5%
CCOC(=O)C(NC(=O)Nc1ccc(O)cc1)(c1ccccc1)C(F)(F)F (stereo not drawn)	5%	4%	-3%	-7%	i
CCOC(=O)c1cc(NC(=O)C2C3CCC(O3)C2C(=O)O)cc(C(=O)OCC)c1 (stereo not drawn)	1%	-13%	-7%	2%	1.9%
COc1cccc(C(=O)n2cnnc2N)c1OC	5%	-15%	7%	-9%	i
CCOC(=O)CNC(=O)CSc1nc(-c2ccc(C)cc2)ns1	?	?	-4%	7%	0.1%
COc1cc2cc(CN(CCO)S(=O)(=O)c3ccccc3)c(=O)[nH]c2cc1OC	-4%	-1%	3%	-1%	2.2%
CCSS(=O)(=O)c1cccc2cccnc12	5%	8%	9%	·	i
CCN(CC)Cc1c(O)ccc2c(=O)c(-c3ccccc3OC)coc12	-1%	11%	-5%	-1%	i
CCCCn1c(O)c(C=NCc2ccc3c(c2)OCO3)c(=O)[nH]c1=O	1%	5%	0%	0%	2.3%
CCCn1c(SCC(=O)Nc2ccccc2N2CCOCC2)nc2c1c(=O)n(C)c(=O)n2C	-9%	3%	-10%	5%	i
CCN(Cc1ccc(OC)c(COC)c1)CC1CCCN(CCc2cccc(F)c2)C1 (stereo not drawn)	4%	20%	11%	1%	i

5 successive records already listed, quoted:
SMILES	H37Rv inhibition	M. tuberculosis	PhoP GFP inhibition	H1N1 NS1A inhibition	VEEV TC-83 Vero	others
COC(C[C@H](O)CC(=O)[C@H](C)OCc1ccccc1)OC	·	·	·	1%	0.4%
CC1(C)C2CC=C(/C=N/NC(=O)c3ccc(O)cc3)C1C2 (stereo not drawn)	5%	74%	4%	4%	0.0%
COc1ccc(C(=O)CSc2nc3[nH]ncc3c(=O)[nH]2)cc1	0%	-10%	-10%	-14%	0.6%
Cc1ccc(NC(=S)NC(=O)c2ccc(-c3ccccc3)cc2)cc1	?	?	3%	1%	3.2%
CCC(C)(C)NC(=O)CN(C(=O)C(=O)Nc1ccc2c(c1)OCCO2)C1CC1	-6%	-7%	2%	4%	1.0%

Continuation:
SMILES	H37Rv inhibition	M. tuberculosis	PhoP GFP inhibition	H1N1 NS1A inhibition	VEEV TC-83 Vero	others
Cc1ccc(NC(=O)CSc2nnc(-c3cccs3)o2)cc1S(=O)(=O)N(C)C	0%	17%	10%	·	·
Cc1cc2cc(CNC(=O)c3ccc(Br)o3)ccc2n1C	?	79%	-9%	11%	6.8%
CN(C(=O)CN(C)S(=O)(=O)c1ccc(F)cc1)c1c(N)n(Cc2ccccc2)c(=O)[nH]c1=O	2%	-8%	-4%	-3%	i
O=C(c1cc(N2CCCCC2)nc2ccccc12)N1CCOCC1	-4%	0%	4%	6%	i	VEEV TC-83 Vero 10K pilot screen=0.1
Cc1ccc(NC(=S)NC(=O)c2cncc(Br)c2)c(C)c1	8%	0%	-2%	·	i
O=C(COC(=O)CCC(=O)c1cccs1)NC(=O)c1ccc(OC(F)F)cc1	-5%	-3%	-5%	-7%	4.8%
CC(C)N(C(=O)[C@H]1C[C@H](CC(=O)NCCCN(C)C)C(=O)N2CCc3c([nH]c4ccc(Cl)cc34)[C@]12C)C(C)C	·	·	·	4%	1.4%
O=C(Nc1ccc(Br)cc1)c1ccc(Br)c(S(=O)(=O)Nc2cccnc2)c1	7%	8%	-3%	-3%	i
N#CCCNS(=O)(=O)c1ccc(C(=O)OCC(=O)Nc2ccc3c(c2)OCO3)cc1	-22%	-10%	·	-6%	1.5%
COc1cc(OC)c2c(-c3cccc(/C=C/c4ccc(F)cc4)c3)cc(=O)oc2c1	·	·	·	22%	i
O=c1c2c3c(sc2[nH]c(=S)n1Cc1ccco1)CCC3	-1%	-8%	-6%	3%	i
COc1cc(/C=C(\CCC(=O)O)c2nc3ccccc3s2)ccc1OCC(=O)Nc1c(Cl)cccc1Cl	6%	·	·	-11%	10%
COC(=O)c1sccc1NC(=O)CSc1ccc(Cl)cc1	-3%	73%	-1%	-3%	3.3%
CCN(CC)Cc1c(O)c(Cl)cc2c(C)cc(=O)oc12	·	·	·	-8%	1.8%
Nc1nc(NCC2CCCO2)nc(Nc2ccccc2)c1[N+](=O)[O-] (stereo not drawn)	-18%	-9%	2%	-5%	0.1%
COc1ccc(-c2cc(C)no2)cc1S(=O)(=O)NCc1ccc(OC(C)C)cc1	4%	11%	2%	6%	2.5%
Cc1nc(CS(=O)(=O)c2ccccc2)cc(Sc2ccc(Cl)cc2Cl)n1	3%	25%	3%	5%	1.6%
Cn1c(Cn2c(=O)sc3ccccc32)nnc1SCC(=O)Nc1cccc(Cl)c1	9%	3%	3%	3%	0.1%
CCc1ccc(-c2nc(SCC(=O)N(C)C3CCS(=O)(=O)C3)n[nH]2)cc1 (stereo not drawn)	-4%	-5%	2%	-4%	2.5%
CC(C)(C)OC(=O)C1C(=O)CC(C)(O)C(C(=O)OC(C)(C)C)C1c1ccco1 (stereo not drawn)	-4%	-5%	-12%	3%	5.4%

Reprinted at random: two records from the list.
SMILES	H37Rv inhibition	M. tuberculosis	PhoP GFP inhibition	H1N1 NS1A inhibition	VEEV TC-83 Vero	others
COc1cc(OC)c2c(-c3cccc(/C=C/c4ccc(F)cc4)c3)cc(=O)oc2c1	·	·	·	22%	i
O=C(c1cc(N2CCCCC2)nc2ccccc12)N1CCOCC1	-4%	0%	4%	6%	i	VEEV TC-83 Vero 10K pilot screen=0.1

(next part)
SMILES	H37Rv inhibition	M. tuberculosis	PhoP GFP inhibition	H1N1 NS1A inhibition	VEEV TC-83 Vero	others
O=C(CN1CCCCCC1)Nc1ccc(Cl)cn1	7%	79%	8%	-8%	i
Cc1cc(NC(=O)CSc2nnc(C(F)(F)F)n2C)no1	-5%	-6%	·	-9%	2.6%
O=C(CN1C(=O)NC2(CCOc3ccccc32)C1=O)NCCc1ccccc1 (stereo not drawn)	-1%	28%	·	-7%	0.3%
CCOc1ccc(OCCC(=O)N(CCOC)c2c(N)n(Cc3ccccc3)c(=O)[nH]c2=O)cc1	·	·	·	-9%	i
CS(=O)(=O)N1CCN(c2ccc([N+](=O)[O-])c(NCCN3CCOCC3)c2)CC1	-1%	6%	-4%	-11%	0.3%
O=C1NC(=S)N/C1=C/c1cccc([N+](=O)[O-])c1O	-4%	-2%	-2%	12%	1.4%
Cc1coc2cc3oc(=O)c(CCC(=O)NCCCn4ccnc4)c(C)c3cc12	-2%	6%	-2%	1%	i
CC(C)[C@H](N)c1nnc(SCC(=O)c2ccc(Cl)cc2)o1	6%	66%	3%	18%	1.5%
CN(c1cccc(NC(=O)CN(c2ccc(F)cc2)S(C)(=O)=O)c1)S(C)(=O)=O	7%	17%	-25%	3%	2.2%
CCNC(=S)Nc1ccc(C)c(S(=O)(=O)Nc2ccccc2OC)c1	16%	68%	8%	13%	0.2%
CCOCCc1nnc(NC(=O)C2CC(=O)N(CCc3ccc(F)cc3)C2)s1 (stereo not drawn)	-2%	-4%	8%	-1%	0.7%
Nc1nc(SC2c3cccc4cccc(c34)C2NS(=O)(=O)c2ccccc2)n[nH]1 (stereo not drawn)	-23%	2%	-6%	-14%	9.2%
CCCCSc1nc2sc3c(c2c(=O)n1-c1ccc(OC)cc1)CCN(C)C3	·	·	·	8%	i
COc1ccc(-n2nnc3c(SCC(=O)Nc4ccccc4F)ncnc32)cc1	8%	38%	-13%	-11%	0.7%
COc1cccc(N2CC(NC(=O)c3ccc4ccccc4c3)CC2=O)c1 (stereo not drawn)	10%	-11%	3%	-5%	4.8%
Cc1ccc2nc(S(=O)(=O)O)[nH]c2c1	-8%	13%	-2%	-5%	3.0%
N#Cc1c(N)c(C(=O)c2ccc(Br)cc2)n2c1CCC2	3%	2%	-4%	-4%	0.2%
COc1ccc(CCNC(=O)COC(=O)CCC(=O)c2cccs2)cc1OC	-9%	1%	·	0%	7.7%
CCSc1nnnn1-c1ccccc1	4%	-5%	3%	2%	0.2%
COc1cccc(CN2CC(O)=C(c3nc(-c4ccc(Cl)cc4)cs3)C2=N)c1	0%	-23%	5%	-16%	0.4%
CCc1nn(CC(=O)NCCCN2CCOCC2)c(=O)c2cc3c(OC)cccc3n12	·	·	·	-9%	i
O=C(NCCc1ccccc1)c1n[nH]c2ccccc12	10%	34%	1%	-13%	3.1%
COc1cccc(CN(C)C(=O)c2ccc(NS(=O)(=O)c3ccc(F)cc3)cc2)c1OC	-3%	14%	1%	4%	8.6%
CCCCNC(=O)c1c[nH]c2ccc(S(=O)(=O)Nc3ccc(OCC)cc3)cc2c1=O	-1%	0%	-14%	5%	3.0%	VEEV TC-83 Vero 10K pilot screen=0.5
O=C(O)C(O)c1ccco1 (stereo not drawn)	·	·	·	-8%	i
COc1ccc(N(C)S(=O)(=O)c2cccc(C(=O)OC(C(=O)Nc3cc(C)cc(C)c3)c3ccccc3)c2)cc1 (stereo not drawn)	-2%	12%	-2%	-9%	5.3%
